High-throughput results as filed in PubChem.
Wee1 degr inh: human Wee1 degradation inhibition, primary screen. reporter increase, % at 5 µM. HeLa Luc-Wee1K328M stability, luciferase luminescence; 100% = proteasome inhibitor MG132 effect. 220,000 compounds, 1.2% hits. AID 1321;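 active = activation above the mean of all tested compounds plus 3 SD, set per screening run, cut at about 8.8% in these data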;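 also: cells exposed to compound for 20 h before luminescence read; 0% = DMSO alone and 100% = MG132 at 30 µM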
TRPML3 agonist: activates the human TRPML3 channel. 220,000 compounds, 0.29% hits. activation, % at 3 µM. AID 1448. HEK293 TRPML3-YFP, Fluo-8 calcium fluorescence; 100% = the carbachol control signal;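 active = activation above its plate's cutoff, the mean activation of the plate's test wells plus 3 SD, cut at about 12% in these data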;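 also: 0% = DMSO only wells and 100% = carbachol wells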
Target sequence (Q8TDD5 whole entry, looked up): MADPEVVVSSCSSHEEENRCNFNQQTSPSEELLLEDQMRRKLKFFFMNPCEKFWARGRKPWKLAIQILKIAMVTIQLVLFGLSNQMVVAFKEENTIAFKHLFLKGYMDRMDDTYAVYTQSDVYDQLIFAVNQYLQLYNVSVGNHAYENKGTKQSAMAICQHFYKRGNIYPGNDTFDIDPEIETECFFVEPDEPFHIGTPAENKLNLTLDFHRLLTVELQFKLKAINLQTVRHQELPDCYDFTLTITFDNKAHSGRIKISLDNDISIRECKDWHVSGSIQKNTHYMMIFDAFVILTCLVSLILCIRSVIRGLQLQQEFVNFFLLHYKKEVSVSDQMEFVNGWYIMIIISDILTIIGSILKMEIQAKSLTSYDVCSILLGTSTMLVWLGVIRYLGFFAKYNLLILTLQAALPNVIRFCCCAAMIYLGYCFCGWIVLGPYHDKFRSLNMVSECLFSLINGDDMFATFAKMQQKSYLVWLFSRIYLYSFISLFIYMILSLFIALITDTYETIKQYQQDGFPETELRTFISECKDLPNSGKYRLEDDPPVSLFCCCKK
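Material: TRPML3-YFP stable HEK293 cells | Dosing: One concentration, 3 µM nominal, 0.3% DMSO | Timing: 125 s total fluorescence read per well | Technique: Fluo-8 calcium dye fluorescence, ex 470-495, em 515-575 nm | Measure: Percent activation from peak-to-basal fluorescence ratio, scaled between DMSO and carbachol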
zfTRPN1 agonist: activates the zebrafish TRPN1 channel | HEK293 zebrafish TRPN1-YFP, Fluo-8 calcium fluorescence; 100% = response to 87 µM carbachol | activation, % at 3 µM | 220,000 compounds, 0.18% hits;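 active = activation above its plate's cutoff, the mean activation of test wells on that plate plus 3 SD, cut at about 19% in these data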;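 also: 0% = DMSO alone and 100% = 87 µM carbachol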
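Material: zebrafish TRPN1-YFP in HEK293 cells; Doses: single test compound dose, 3 µM nominal, 0.3% DMSO; Timing: dye loading 1 h at 37 °C, then 30 min room temperature; Technique: intracellular calcium fluorescence with Fluo-8; Benchmarks: high carbachol 87 µM, low DMSO alone.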
Ba/F3 V617F tox: loss of viability in JAK2V617F-driven Ba/F3 cells; Ba/F3 EpoR-JAK2V617F viability, ATP luminescence; inhibition, % at 5.6 µM; 220,000 compounds, 1.1% hits;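 active = inhibition above the campaign mean plus 3 SD over all tested compounds, cut at about 24% in these data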;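 also: cytokine-independent growth of Ba/F3 cells driven by EpoR plus mutant JAK2; 0% = DMSO-treated cells and 100% = JAK inhibitor I control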
TNF necrop inh: blocks TNF-alpha induced death of Jurkat FADD-/- cells; Jurkat FADD-/- TNF necroptosis rescue, ATP luminescence, 24 h; 0 = TNF only, 100 = no-TNF cells; activation (protection from cell death), % at 10 µM; 220,000 compounds, 0.068% hits; AID 463075;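 active = activation, meaning protection from cell death, of at least 50% relative to plate controls; inactive = activation below 50%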;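 also: necroptosis triggered by 40 ng/mL TNF-alpha added together with compound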
RBBP9 inhibitor: inhibitors of human serine hydrolase RBBP9; O75884; recombinant RBBP9, FP-Rh probe fluorescence polarization; inhibition, % at 7.94 µM; 220,000 compounds, 0.2% hits; AID 1515;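 active = inhibition above the campaign mean of all tested compounds plus 3 SD, cut at about 14% in these data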;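 also: plate controls were DMSO wells with RBBP9 for no effect and wells lacking RBBP9 protein for full effect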
Target sequence (O75884 whole entry, looked up): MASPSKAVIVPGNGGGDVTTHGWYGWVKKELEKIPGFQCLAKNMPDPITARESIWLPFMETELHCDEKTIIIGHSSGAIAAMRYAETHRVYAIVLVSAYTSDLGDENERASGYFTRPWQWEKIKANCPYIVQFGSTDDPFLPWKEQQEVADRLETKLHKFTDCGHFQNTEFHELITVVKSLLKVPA
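System: RBBP9 protein / Quantity: 2.5 µM RBBP9 dispensing solution, before mixing / Also added: Serine-hydrolase probe FP-Rh, 375 nM pre-mixing / Dosing: 7.94 µM single dose, 0.794% DMSO / Timing: enzyme-compound preincubation 30 min, then probe labeling 45 min, 25 °C / Signal: FP readout at 525/598 nm / Controls: DMSO-treated enzyme wells and wells lacking RBBP9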
CHOP inhibitor: blocks CHOP induction under ER stress | CHO-K1 CHOP-promoter luciferase, tunicamycin-induced, 15-18 h | AID 2732 | 220,000 compounds, 3.8% hits | inhibition, % at 10 µM;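 active = compounds that reduced the stress-induced luciferase reporter signal by more than about 70% of percent inhibition, limit read from the data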;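 also: 0% = tunicamycin plus vehicle and 100% = wells without tunicamycin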
PPC-1+TRAIL kill: compounds killing PPC-1 cancer cells with TRAIL present (potentiator screen, no TRAIL-free arm); PPC-1 cells + TRAIL, ATPLite viability luminescence; cell killing (% activity), % at 4 µM; 220,000 compounds, 0.41% hits; AID 1443;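 active = cell killing above 50% in the first pass at 4 µM, then a duplicate retest at 5 µM averaging 50% or more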;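 also: plate controls were cells with TRAIL plus DMSO for no effect and medium-only wells lacking cells for full effect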
BaF3 tox: counter-screen for JAK2V617F inhibitors: parental Ba/F3 viability inhibitors | inhibition, % at 5.6 µM | CellTiter-Glo ATP luminescence | AID 1486 | 220,000 compounds, 1.1% hits;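 active = inhibition above a per-campaign cutoff, the mean inhibition of all tested compounds plus 3 SD, cut at about 27% in these data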;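 also: 0% = DMSO wells and 100% = JAK Inhibitor I control wells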
Numbers without * were called inactive; nt = not tested or not shown; [ ] = another dose, or the depositor's remark. Outcome played no part in choosing rows. Share with any hit: about 6.8%.

Sample of the layout:
nr	Structure	zfTRPN1 agonist	Ba/F3 V617F tox	BaF3 tox	PPC-1+TRAIL kill	CHOP inhibitor
1	CC(C)(C)NC(=O)C(c1ccncc1)N(C(=O)Cn1nnc(-c2ccc(F)cc2)n1)c1ccccc1 (stereo not given)	0.6	-2	3	10	16
2	O=C(O)CC(SCc1ccc(C(=O)O)o1)C(=O)O (stereo not given)	0.6	3	0	24	20

nr	TNF necrop inh	TRPML3 agonist	Wee1 degr inh	RBBP9 inhibitor
1	0.0	-0.7	-1	-2
2	0.2	0.6	-3	-7

The listing (from the top)
nr	Structure	zfTRPN1 agonist	Ba/F3 V617F tox	BaF3 tox	PPC-1+TRAIL kill	CHOP inhibitor
1	CC(C)(C)NC(=O)C(c1ccncc1)N(C(=O)Cn1nnc(-c2ccc(F)cc2)n1)c1ccccc1 (stereo not given)	0.6	-2	3	10	16
2	O=C(O)CC(SCc1ccc(C(=O)O)o1)C(=O)O (stereo not given)	0.6	3	0	24	20
3	CC(C)(C)C1CCc2onc(C(=O)O)c2C1 (stereo not given)	1.3	-1	6	-10	5
4	Cc1[nH]nc(N=CC2=C(O)CC(c3ccco3)CC2=O)c1-c1ccc(Cl)cc1 (stereo not given)	1.4	4	7	26	105*
5	CCOC(=O)c1c(-c2ccc(OC)cc2)csc1NC(=O)CSc1ncnc2sccc12	1.7	0	5	10	37
6	COc1ccc(N2CCN(CCCNC(=O)CN3CCN(Cc4ccccc4C)C3=O)CC2)cc1	1.4	-1	2	0	2
7	O=C(Nc1ccc2[nH]ccc2c1)c1ccccc1	-0.6	1	2	81*[5 µM]	3
8	Cc1cc(C)c2c3c(sc2n1)C(=O)N(Cc1ccccc1)CC(=O)N3	0.2	-6	0	-9	25
9	O=C(CSc1nc2ccc([N+](=O)[O-])cc2[nH]1)NCCc1ccccc1	0.3	1	8	-4	15
10	CCOC(=O)N1CCC(NC(=O)c2ccc(OC)c(CN3CC(=O)N4CCCC4C3=O)c2)CC1 (stereo not given)	0.6	0	4	11	-10
11	COc1ccc(OC)c(-n2c(-c3cccc(C)c3)n[nH]c2=S)c1	-2.5	4	3	6	-11
12	Cc1csc(/C(=N/OC(=O)c2ccco2)C(N)=O)n1	1.6	-3	-10	-5	-15
13	CC(c1ccccc1)C1C(C#N)=C(N)OC2=C1C(=O)CCC2 (stereo not given)	0.2	4	6	19	-5
14	Cc1nc(-c2ccccc2)nc2[nH]c(C(C)C)cc(=O)c12	-0.9	3	10	3	57
15	O=C(O)CCCn1cc(NC(=O)c2cc(F)c(F)cc2Cl)cn1	0.5	0	3	4	-4

nr	TNF necrop inh	TRPML3 agonist	Wee1 degr inh	RBBP9 inhibitor
1	0.0	-0.7	-1	-2
2	0.2	0.6	-3	-7
3	-0.2	1.1	-3	-3
4	-2.8	0.8	3	3
5	0.6	0.2	6	-9
6	-2.7	0.8	-2	7
7	-5.1	1.3	-1	-4
8	1.0	1.4	0	5
9	-2.6	1.4	-1	-7
10	1.0	0.8	1	-1
11	0.1	-0.1	7	-8
12	-0.2	0.2	8	3
13	-2.9	0.9	-2	-5
14	-2.9	-0.2	1	4
15	1.1	0.6	1	4

Remaining list, next part:
nr	Structure	zfTRPN1 agonist	Ba/F3 V617F tox	BaF3 tox	PPC-1+TRAIL kill	CHOP inhibitor
16	CCN(C(=O)COC(=O)c1cccn1C)C1CCS(=O)(=O)C1 (stereo not given)	0.0	1	6	-13	11
17	N#C/C(=C/c1ccccc1[N+](=O)[O-])c1nc(C2CC2)cs1	-1.2	-1	4	22	37
18	CC1CCN(C(=O)Cn2cc(C(=O)C3CC3)c3ccccc32)CC1	-0.6	-3	2	-19	-16
19	Cn1cccc1C(=O)NS(=O)(=O)c1ccccc1Cl	-0.8	-3	0	14	-13
20	Cc1cc(C)c(C#N)c(SCC(=O)N(C)C2CCCCC2)n1	-0.4	-7	-1	-5	25
21	COc1cc(-c2nc3ccccn3c2/N=C/c2ccccc2)ccc1O	-0.4	1	1	10	20
22	CCOCCCNC(=O)CN1CCN(c2ccc(F)cc2)CC1	-1.5	-1	0	7	26
23	COC(=O)[C@H](Cc1ccccc1)NC(=O)Nc1ccc(C)cc1	-0.9	-5	1	-2	44
24	CC(C)(C)NC(=O)C(c1ccncc1)N(Cc1ccco1)C(=O)c1ccc(-c2ccccc2)[nH]1 (stereo not given)	-1.8	1	7	23	-128
25	COc1ccc(C(=O)c2cnc(C(C)C)n2C)cc1	1.9	-1	0	-8	-3
26	O=C(NCc1ccco1)c1cc2ccc(O)cc2oc1=O	-0.4	-2	1	6	-6
27	Cc1cccc(S(=O)(=O)NCCc2cn3ccccc3n2)c1	1.1	-3	4	7	0
28	COc1ccc(OC)c(-n2c(C)nc3cc(C(=O)O)ccc32)c1	1.0	-3	0	3	3
29	Cc1ccc(NC(=O)c2cccc(OCc3c(C)noc3C)c2)cc1S(=O)(=O)Nc1ccccc1Cl	-0.5	1	8	23	31
30	O=C(Nc1ccc(N2CCCCC2)cc1)c1ccc(F)cc1	0.0	1	3	48	33

nr	TNF necrop inh	TRPML3 agonist	Wee1 degr inh	RBBP9 inhibitor
16	-0.9	0.6	-3	2
17	-1.1	-0.4	4	-7
18	1.0	0.2	-1	2
19	1.0	-1.0	2	10
20	-0.1	0.5	-2	-7
21	-5.5	0.9	68*	-3
22	-2.2	0.8	6	2
23	0.6	0.2	0	-4
24	2.4	0.7	6	-1
25	-1.2	0.9	-1	-6
26	-9.6	0.6	-1	4
27	0.9	0.3	3	2
28	0.3	0.6	0	-2
29	2.2	-0.5	-2	-24
30	-0.7	0.8	11*	-4

Screen by screen, as entered above.
Entries 15–21 in TRPML3 agonist, in turn: 0.6, 0.6, -0.4, 0.2, -1.0, 0.5, 0.9
Entries 15–21 in RBBP9 inhibitor, in turn: 4, 2, -7, 2, 10, -7, -3
Entries 15–21 in Wee1 degr inh, in turn: 1, -3, 4, -1, 2, -2, 68*

(list continues)
nr	Structure	zfTRPN1 agonist	Ba/F3 V617F tox	BaF3 tox	PPC-1+TRAIL kill	CHOP inhibitor
31	COc1ccccc1N/C=C(\C#N)c1nc2ccccc2[nH]1	-1.7	2	4	8	56
32	O=c1cc(O)n(-c2ccc(F)cc2)c(=S)[nH]1	0.6	-3	3	21	-25
33	CC1(C)CC(=O)c2cnc3nc4ccccc4n3c2C1	0.7	4	4	nt	-11
34	Cc1cc(/C=c2/sc3nc4ccccc4n3c2=O)c(C)n1-c1ccccn1	1.7	-1	0	5	107*
35	Clc1ccc2oc(-c3ccccc3)nc2c1	1.6	2	6	8	40
36	CC1CCCC(NC(=O)CC2Nc3ccccc3NC2=O)C1C (stereo not given)	-0.2	-4	1	-2	-8
37	CC(=O)N/C(=C\c1ccccc1)C(=O)NCc1ccc2c(c1)OCO2	-0.4	3	5	8	1
38	CC1CCCCC12NC(=O)N(CC(=O)NCc1ccc3c(c1)OCO3)C2=O (stereo not given)	-0.6	2	5	15	-5
39	O=C(Nc1ccc(F)cc1)N1CCN(c2nc3ccccc3s2)CC1	9.9	6	9	11	9
40	COc1nc(-c2cccs2)cc(-c2ccc(C)cc2)c1C#N	1.1	4	1	9	27
41	O=C(NC1CCS(=O)(=O)C1)N1CCCCC1 (stereo not given)	0.0	-6	-1	9	8
42	O=C(Cn1cc([N+](=O)[O-])cn1)N1CCc2ccccc21	-1.5	-4	2	11	1
43	O=C(c1ccc(Br)o1)N(Cc1ccccc1)Cc1ccccc1	-0.9	2	7	11	9
44	CCOC(=O)C1C(=O)C=C(N2CCOCC2)CC1c1cccc(OC)c1 (stereo not given)	-0.6	-4	-1	6	3
45	CCS(=O)(=O)NCCCCc1ccccc1	-0.4	5	5	-19	17

nr	TNF necrop inh	TRPML3 agonist	Wee1 degr inh	RBBP9 inhibitor
31	-0.2	-0.3	2	-8
32	0.0	1.1	0	6
33	0.2	0.5	-1	-11
34	-0.6	1.2	-3	-5
35	0.8	1.1	1	1
36	0.3	0.7	-1	-9
37	0.0	0.7	-4	-3
38	0.5	0.2	-2	-4
39	-0.9	3.6	0	3
40	-13	0.3	-1	-3
41	-0.2	0.4	-1	3
42	-1.5	-0.4	-2	4
43	0.7	-0.7	-2	-7
44	1.3	-0.5	-1	-3
45	-0.5	0.2	0	-2

(next part)
nr	Structure	zfTRPN1 agonist	Ba/F3 V617F tox	BaF3 tox	PPC-1+TRAIL kill	CHOP inhibitor
46	Cc1cc(=O)oc2cc(NC(=O)C3COc4ccccc4O3)ccc12 (stereo not given)	1.5	2	10	21	89*
47	CCSc1ncccc1-c1nc2ccccc2[nH]1	1.2	5	6	15	19
48	Cc1nc(-c2ccccc2)sc1C(=O)CSc1ccc(F)cc1	-0.4	-2	1	25	51
49	COc1ccc(S(=O)(=O)N(C)CC(=O)Nc2ccccc2SC)cc1	-1.3	-3	1	18	11
50	COc1ccc(/C=N/NC(=O)c2cc(-c3ccccc3OC)nc3ccccc23)cc1COC(C)=O	0.5	1	7	-24	21

nr	TNF necrop inh	TRPML3 agonist	Wee1 degr inh	RBBP9 inhibitor
46	-0.1	-0.6	1	0
47	-1.1	0.0	5	-7
48	-3.5	0.5	-2	-8
49	-1.7	0.5	4	1
50	-1.9	-0.3	-1	-12
